# IL1B secr inh = inhibitors of inflammasome signaling (IL-1 beta secretion); THP-1 LPS/ATP IL-1B secretion, AlphaLISA, 16 h; active compounds read low; activity change, % at 57.5 µM; 4.7% of 360,000 active; AID 743279; in the data active means activity change below about -50%; inconclusive means mostly about -30% to -49%; further: on the % scale 0 is the no-effect control and ±100 the full control effect
#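 THP-1 cells pretreated 1 hr with compounds (up to 57.5 uM final), then stimulated with LPS (250 ng/mL final) plus ATP (1.25 mM final); secreted IL-1B measured by AlphaLISA after 16 hr, decreased signal indicating inhibition.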
# KB-V1 cytotox = KB-V1 MDR subline cytotoxicity | KB-V1 MDR cells viability, CellTiter-Glo, 72 h | Potency, µM (titrated, usually from 46.1 µM), for inactives: top-dose activity change, negative = cytotoxicity, usual class: cytotoxic | 3.4% of 400,000 active | AID 1347076; further: potency means the concentration at half of the fitted maximal effect; on the % scale 0 is the no-effect control and ±100 the full control effect; nearly all actives have a fitted effect of over 60% in size
#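 KB-V1 MDR subline cells in DMEM (phenol-red free, 10% FBS) exposed to compounds in qHTS concentration series for 72 h at 37 degrees C. Viability read by CellTiter-Glo luminescence; concentration-effect curves fitted after normalization and correction.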
# KB-3-1 cytotox = kills parental KB-3-1 adenocarcinoma cells; KB-3-1 viability, CellTiter-Glo ATP luminescence, 72 h; 1.4% of 400,000 active; AID 1347075; Potency, µM (doses to about 46.1 µM), inactives show at the top dose activity change, negative = cytotoxic, most hits filed as cytotoxic; further: potency means the concentration at half of the fitted maximal effect; on the % scale 0 is the no-effect control and ±100 the full control effect; nearly all actives have a fitted effect of over 60% in size
#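 Cytotoxicity measured as CellTiter-Glo luminescence after 72 h at 37 C. Compound titrations were pinned onto drug-naive KB-3-1 parental adenocarcinoma cells grown in DMEM with 10% FBS, and normalized data fitted to concentration-response curves.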
# WRN helicase inh = blocks human WRN helicase. 0.46% of 360,000 active. WRN helicase unwinding, fluorescent forked duplex, kinetic. Q14191. AID 651768. Potency, µM (series often up to 114 µM), for inactives: at the highest dose activity change, negative = inhibition, actives largely listed as inhibitors; further: potency means the concentration at half of the fitted maximal effect; on the % scale 0 is the no-effect control and ±100 the full control effect; nearly all actives have a fitted effect of over 55% in size
#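 Enzyme (20 nM final) and test compound sit together 15 min at room temperature before substrate addition. Substrate is a single-forked duplex oligonucleotide (100 nM) labelled with fluorophore and quencher, with 2 mM ATP; helicase unwinding raises red fluorescence, read kinetically.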
# HT1080 IDH1KD tx = toxicity to HT-1080 IDH1 knockdown cells (counter line); HT-1080 IDH1 knockdown viability, ATP luminescence, 48 h; Potency, µM (series often up to 46.1 µM), inactives show top-dose activity, negative = toxicity, hits mostly cytotoxic; 2% of 360,000 active; AID 686971;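 further: potency means the concentration at half of the fitted maximal effect; 0% = DMSO wells and -100% = cell-free medium wells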
#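 % activity derives from luminescence (CellTiter-Glo), normalised to DMSO and no-cell wells. HT-1080-IDH1KD cells, 750/well, had 48 h compound exposure at 37 °C.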
# HT1080NT lethal = kills 2HG-producing HT-1080-NT fibrosarcoma cells; HT-1080-NT fibrosarcoma viability, CellTiter-Glo ATP luminescence, 48 h; Potency, µM (titrated, usually from 46.1 µM), without a hit: at the top dose activity, negative = less viability, usual class: cytotoxic; 1.6% of 360,000 active; AID 686970;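 further: NT is the 2HG producing partner of a matched IDH1 knockdown line; potency means the concentration at half of the fitted maximal effect; 0% = DMSO-treated cells and -100% = media-only wells without cells; nearly all actives have a fitted effect of over 55% in size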
#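 Luminescent CellTiter-Glo readout after 48 hours of compound exposure at 37 degrees C defined viability of HT-1080-NT cells. Activity was normalized to DMSO wells and cell-free media wells; concentration-response curves were fitted and assigned curve classes.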
# SW480 rerep = DNA re-replication induction in SW480 cells. SW480 DNA re-replication, Hoechst DNA content imaging, 48 h. 1.8% of 340,000 active. Potency, µM (titrated, usually from 46.1 µM), for the others: at the top dose re-replication activation, most hits filed as activators; further: potency means the concentration at half of the fitted maximal effect; % of control where 0% means no effect; nearly all actives have a fitted effect of over 55% in size
#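 Hoechst fluorescence of nuclei (405 nm excitation, 500-530 nm emission) measured by plate-scanning imager after 48 hr compound exposure at 37 C; re-replication scored as increased number of nuclei with elevated intensity.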
# MCF10A rereplic = inducers of DNA re-replication in MCF 10A breast cells | MCF 10A DNA re-replication, Hoechst nuclear intensity, 48 h | Potency, µM (highest dose often 46.1 µM), for the others: at the highest dose activity, positive = re-replication, usual class: activators | 2.9% of 350,000 active; further: potency means the concentration at half of the fitted maximal effect; % of control where 0% means no effect; nearly all actives have a fitted effect of over 50% in size
# ATXN2 expr inh = reduces ATXN2 reporter expression in HEK-293 cells. HEK-293 ATXN2-luciferase reporter, luminescence, 24 h. Potency, µM (highest dose often 57 µM), inactives show top-dose activity change, negative = inhibition, most hits filed as inhibitors. 0.72% of 360,000 active. AID 1745845; further: potency means the concentration at half of the fitted maximal effect; on the % scale 0 is the no-effect control and ±100 the full control effect; nearly all actives have a fitted effect of over 55% in size
#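 qHTS (up to 57 uM final) was run with 24 h compound exposure of reporter cells at 37 °C. Each well was multiplexed: SteadyGlo luminescence measured ATXN2-luciferase expression after a fluorogenic Gly-Phe-AFC viability readout (25 uM final).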
# * = called active by the depositor; ? = inconclusive; · = not tested or not shown; & = joins results of further samples; ! = not confirmed by another sample; [ ] = another dose, or the depositor's remark. Unless noted, the call rests on the fitted dose curve; in most records, active means well fitted curve in the direction sought with a large enough effect; inconclusive means small, poorly fitted or top-dose-only effect, or another doubt; inactive means no such curve, though single readings can be large; an effect the other way counts as inactive or inconclusive.
# Second line of a record: IL1B secr inh	KB-V1 cytotox	KB-3-1 cytotox	WRN helicase inh	HT1080 IDH1KD tx	HT1080NT lethal	SW480 rerep	MCF10A rereplic	ATXN2 expr inh
COc1ccc(C(=O)NC(=S)Nc2cccnc2)cc1OC
 : -16.5	-3.7%	16.4%	-6.6%	0.1%	-1.6%	-13.1%	-10.2%	-15.2%[11.3 µM]
CN(C)C(=O)c1nc2ccccc2s1
 : 17.6	16.7%	25.9%	-5.2%	11.4%	1.8%	-3.0%	?	49.9%[activator]
CC(C)CN1CCC(=O)N([C@H](CO)Cc2ccccc2)CC1
 : 25.7	4.8%	10.5%	10.4%	7.0%	16.3%	-11.2%	-1.4%	2.4%
COc1ccc(NC(=O)c2cc(F)cc(F)c2)cc1S(=O)(=O)N1CCCCC1
 : 9.1	-1.6%	-12.5%	-4.4%	-16.0%	-23.8%	1.5%	?	-19.5%
OC(c1ccc(Cl)c(F)c1)c1ncc(-c2ccc(Oc3ccccc3)cc2)[nH]1 (centres undefined)
 : ?	0.8%	?	-5.9%	?	?	·	·	?
O=S(=O)(c1cnccc1N1CCN(CCO)CC1)N1CCCCC1
 : 11.6	-1.7%	-6.9%	-1.0%	10.6%	3.3%	-1.5%	3.8%	3.1%
COc1ccc(OC)c(CCNC(=O)CN2C(=O)COc3ccc(S(=O)(=O)N4CCOCC4)cc32)c1
 : ?	13.9%	-5.3%	-2.4%	-1.6%	2.4%	-1.4%	-0.1%	5.9%
O=C(c1cc(-c2ccc3c(c2)OCO3)on1)N1CCCCC1
 : -20.5	-5.4%	-1.6%	-8.4%	-10.6%	-8.3%	-2.0%	-0.1%	?
O=c1cc(-c2ccc(O)cc2)oc2cc(O)c([C@@H]3O[C@H](CO)[C@@H](O)[C@H](O)[C@H]3O)c(O)c12
 : 10.5	6.5%	24.6%	-7.6%	0.2%	?	2.4%	1.3%	1.6%
Cc1ccc(OCC(=O)c2cc(C)n(C3CC3)c2C)c([N+](=O)[O-])n1
 : 3.8	-22.2%	-13.3%	-16.3%[57.1 µM]	2.5%	3.7%	?	?	26.9%
CC(=O)n1cc(/C=N/NC(=O)c2ccccc2Cl)c2ccccc21
 : -10.8	1.9%	12.0%	-10.3%	-0.3%	5.3%	-8.2%	-5.7%	51.0%[activator]
COc1ccc(C(=O)N/C(=C\c2ccccc2)C(=O)Nc2ccc(C(=O)NCC(=O)O)cc2)cc1
 : -11.3	-25.0%	0.0%	2.8%	-10.0%	-8.8%	24.2%	4.5%	-10.5%
COCCN(CCOC)S(=O)(=O)c1ccc(OC)cc1
 : 12.2	-8.4%	10.0%	3.5%	-2.4%[9.24 µM]	-1.8%	-7.3%	0.8%	-3.5%
COc1ccccc1C(CC(=O)Nc1nccs1)c1ccco1 (centres undefined)
 : -3.3	0.0%	-6.8%	-8.6%	-11.9%	-4.4%	7.5%	-0.7%	5.8%
Cn1c2ccccc2c2cnn(CC(=O)O)c(=O)c21
 : 45.0	5.9%	3.2%	7.2%	-1.4%	-0.4%	-8.1%	-15.0%	0.8%
Cc1cc(C)nc(/N=C2/NC(=O)CS2)n1
 : 24.8	0.2%	-5.4%	-2.2%	-12.1%	-0.9%	-0.5%	21.5%	7.2%
COc1cc(CNc2ccc3c(c2)CCC3)cc(OC)c1O
 : -9.4	-15.0%	-0.5%	-15.6%	0.4%	-0.4%[9.24 µM]	-6.7%	?	45.5%[activator]
O=C(NCc1cccnc1)c1cccc(F)c1
 : 3.7	11.1%	0.1%	4.0%	5.6%	10.6%	-3.6%	-3.2%	-9.0%
CCC1=NN(C(=O)Cc2ccc(OC)cc2)C(O)(C(F)(F)F)C1 (centres undefined)
 : 9.6	-15.0%	-6.2%	-9.6%	?	-28.9%	-2.8%	1.9%	-1.0%
COc1ccc(/C=N/OCC(=O)Nc2cc(C)on2)cc1OC
 : -3.8	?	6.2%	2.7%	5.6%	5.5%	-4.1%	8.4%	2.0%
CCCn1ncc(CN2CCC(C(=O)Nc3cccc(-c4cccc(F)c4)c3)CC2)c1C
 : -75.7*	-0.1%	?	8.4%	?	20.6µM*	?	?	?
CCCCc1oc2c(c(=O)c1C)C(=O)CC(c1ccccc1)C2 (centres undefined)
 : 13.8	2.1%	-0.7%	-11.9%	-7.5%	?	17.2%	24.6%	-28.2%
COc1ccc(/C=N/NC(=O)c2nc(-c3ccccc3)n(-c3ccccc3)n2)c(O)c1
 : 57.2	-26.3%	?	?	?	?	?	7.31µM*	3.98µM*
Cc1ccc(NC(=O)COC(=O)CC2CCCC2)cc1F
 : -9.9	-0.2%	1.0%	-1.0%	7.5%	7.5%	-2.1%	-0.5%	2.2%
CCCCc1cc(=O)oc2c(CN3CCCC3)c(O)ccc12
 : 17.0	-6.2%	5.9%	2.4%	-4.2%	0.1%	-6.4%	-4.3%	3.9%
Fc1cccc(Cc2c(-c3ccco3)nc3c(Cl)cc(C(F)(F)F)cn23)c1
 : -11.5	?	-1.9%	-10.5%	?	?	·	·	-36.2%
COc1ccc(N2C(=O)CC(N3CCC(C(N)=O)CC3)C2=O)cc1 (centres undefined)
 : -4.0	10.1%	9.8%	-5.4%	-5.4%	2.1%	-1.4%	0.3%	6.7%
Brc1cc2c(cc1C1OCCCO1)OCO2
 : -8.6	-1.5%	2.9%	10.5%	-2.8%	2.5%	-2.7%	-5.0%	1.6%
COc1ccc(N(C(=O)c2snc(C(N)=O)c2N)C(C(=O)NCc2ccccc2)c2ccc(O)cc2)cc1 (centres undefined)
 : -20.9	24.4%	1.8%	-3.9%	-20.1%	-10.9%	-0.6%	?	4.1%
CNC(=O)Nc1cccc(C(F)(F)F)c1
 : -7.7	?	13.4%	4.4%	0.4%	-1.8%	-6.1%	-193.3%[0.0737 µM]	3.8%
COc1ccc(C2=NN(C(=O)CSc3nnc(-c4ccccc4F)o3)C(c3ccco3)C2)cc1 (centres undefined)
 : 9.4	-21.7%	-8.5%	-7.3%	-6.1%	-5.3%	0.0%	?	0.2%
COc1ccc(/C=N\NS(=O)(=O)c2ccc(Cl)cc2)cc1COc1ccccc1[N+](=O)[O-]
 : -2.7	-1.5%	10.0%	-2.3%	2.7%	13.1%	?	?	-9.4%
O=C(CN1C(=O)NC2(CCCC2)C1=O)OCc1c(F)cccc1Cl
 : -1.3	27.8%	1.4%	1.7%	13.8%	-2.6%	-7.2%	-31.7%	7.4%
O=C(CCCOc1ccccc1)Nc1cccc(C(=O)O)c1
 : 20.6	0.0%	4.7%	-23.0%	19.0%	17.0%	-3.6%	0.9%	1.5%
CC1(C(=O)Nc2cccc(C#N)c2)CCN1C(=O)Cc1ccc(-c2ccccc2)cc1 (centres undefined)
 : 0.0	-19.2%	-5.5%	-10.1%	?	?	·	·	?
COc1cccc(-c2nn(-c3ccc(C)cc3)cc2C(=O)N2CCc3cc(OC)c(OC)cc3C2)c1
 : -5.6	23.1µM*	18.4µM*	-22.3%	20.6µM*	?	?	?	-7.6%
CN1CCc2c(c3ccccc3n2Cc2ccccc2)C1
 : -19.0&-12.7	?	?	-5.5%&9.8%	16.4µM*!	?	?	22.8%	-13.9%&-17.6%
CC(C)CN(C(=O)COC(=O)c1cccc2ccccc12)c1c(N)n(Cc2ccccc2)c(=O)[nH]c1=O
 : -2.5	-5.3%	-5.2%	8.4%	0.6%	-0.4%	20.6%	5.4%	-8.6%
CN1C(=O)C(O)(CC(=O)/C=C/c2ccco2)c2ccccc21 (centres undefined)
 : -4.1	0.6%	?	-9.0%	-3.2%	0.3%	?	?	-1.9%
COc1ccc2c3c([nH]c2c1)C1CC2C(CC(O)C(OC)C2C(=O)O)CN1CC3 (centres undefined)
 : 8.7	0.0%	-16.1%	-18.5%	-4.0%	-4.2%	2.7%	0.4%	-5.2%
CC(=O)c1c(C)oc2ccc(N(C(=O)C3CCCCC3)S(=O)(=O)c3cc([N+](=O)[O-])ccc3C)cc12
 : 16.1	?	?	-0.2%	5.3%	5.2%	-6.6%	5.2%	-19.0%
COc1cccc(NC(=S)N2CCC(Cc3ccccc3)CC2)c1
 : -22.7	7.0%	-5.1%	4.8%	-0.5%	1.4%	-5.3%	10.7%	-14.9%
CCOc1c(Br)cc(C2NS(=O)(=O)N=C3CCCCCN32)cc1OC (centres undefined)
 : 0.0	2.0%	-10.9%	0.5%	6.4%	1.7%	16.6%	-0.3%	7.8%
O=c1cc(C2CCCCC2)[nH]c(=O)[nH]1
 : -12.9	1.0%	4.0%	2.3%	2.1%	18.3%	-4.3%	-6.5%	-1.8%
CC1=NN(C(=O)COc2ccccc2C)C(O)(c2ccc(Cl)cc2)C1 (centres undefined)
 : -12.1	13µM*	-8.8%	-7.1%	9.1%	0.0%	-84.8%[inhibitor]	25.5%	-21.1%
O=C(CSc1nc2ccccc2[nH]1)c1c[nH]c2ccccc12
 : 32.0	-0.6%	1.8%	3.8%	-3.2%	-1.5%	8.2%	15.1%	25.6%
Cc1cc(NC(=O)CSc2nc3cc(Cl)ccc3c(=O)n2Cc2ccco2)no1
 : -3.6	-13.1%	-4.0%	-8.8%	-16.7%	?	13.0%	18.4µM*	-21.8%
COc1ccc(CCNC(=O)C(=O)NCC2CCCN2S(=O)(=O)c2ccc(OC)cc2)cc1 (centres undefined)
 : -12.4	?	-2.8%	-3.2%	0.0%	2.8%	2.5%	18.2%	-2.3%

# Bioassay records from PubChem.
